TcdB inh: blocks C. difficile toxin B glycohydrolase activity; P18177; TcdB glycohydrolase enzymatic assay, plate reader; actives 0.24% (n = 350,000); inhibition, % at 9.99 µM; in the data active = inhibition above about 10%
Target sequence (P18177 whole entry, looked up): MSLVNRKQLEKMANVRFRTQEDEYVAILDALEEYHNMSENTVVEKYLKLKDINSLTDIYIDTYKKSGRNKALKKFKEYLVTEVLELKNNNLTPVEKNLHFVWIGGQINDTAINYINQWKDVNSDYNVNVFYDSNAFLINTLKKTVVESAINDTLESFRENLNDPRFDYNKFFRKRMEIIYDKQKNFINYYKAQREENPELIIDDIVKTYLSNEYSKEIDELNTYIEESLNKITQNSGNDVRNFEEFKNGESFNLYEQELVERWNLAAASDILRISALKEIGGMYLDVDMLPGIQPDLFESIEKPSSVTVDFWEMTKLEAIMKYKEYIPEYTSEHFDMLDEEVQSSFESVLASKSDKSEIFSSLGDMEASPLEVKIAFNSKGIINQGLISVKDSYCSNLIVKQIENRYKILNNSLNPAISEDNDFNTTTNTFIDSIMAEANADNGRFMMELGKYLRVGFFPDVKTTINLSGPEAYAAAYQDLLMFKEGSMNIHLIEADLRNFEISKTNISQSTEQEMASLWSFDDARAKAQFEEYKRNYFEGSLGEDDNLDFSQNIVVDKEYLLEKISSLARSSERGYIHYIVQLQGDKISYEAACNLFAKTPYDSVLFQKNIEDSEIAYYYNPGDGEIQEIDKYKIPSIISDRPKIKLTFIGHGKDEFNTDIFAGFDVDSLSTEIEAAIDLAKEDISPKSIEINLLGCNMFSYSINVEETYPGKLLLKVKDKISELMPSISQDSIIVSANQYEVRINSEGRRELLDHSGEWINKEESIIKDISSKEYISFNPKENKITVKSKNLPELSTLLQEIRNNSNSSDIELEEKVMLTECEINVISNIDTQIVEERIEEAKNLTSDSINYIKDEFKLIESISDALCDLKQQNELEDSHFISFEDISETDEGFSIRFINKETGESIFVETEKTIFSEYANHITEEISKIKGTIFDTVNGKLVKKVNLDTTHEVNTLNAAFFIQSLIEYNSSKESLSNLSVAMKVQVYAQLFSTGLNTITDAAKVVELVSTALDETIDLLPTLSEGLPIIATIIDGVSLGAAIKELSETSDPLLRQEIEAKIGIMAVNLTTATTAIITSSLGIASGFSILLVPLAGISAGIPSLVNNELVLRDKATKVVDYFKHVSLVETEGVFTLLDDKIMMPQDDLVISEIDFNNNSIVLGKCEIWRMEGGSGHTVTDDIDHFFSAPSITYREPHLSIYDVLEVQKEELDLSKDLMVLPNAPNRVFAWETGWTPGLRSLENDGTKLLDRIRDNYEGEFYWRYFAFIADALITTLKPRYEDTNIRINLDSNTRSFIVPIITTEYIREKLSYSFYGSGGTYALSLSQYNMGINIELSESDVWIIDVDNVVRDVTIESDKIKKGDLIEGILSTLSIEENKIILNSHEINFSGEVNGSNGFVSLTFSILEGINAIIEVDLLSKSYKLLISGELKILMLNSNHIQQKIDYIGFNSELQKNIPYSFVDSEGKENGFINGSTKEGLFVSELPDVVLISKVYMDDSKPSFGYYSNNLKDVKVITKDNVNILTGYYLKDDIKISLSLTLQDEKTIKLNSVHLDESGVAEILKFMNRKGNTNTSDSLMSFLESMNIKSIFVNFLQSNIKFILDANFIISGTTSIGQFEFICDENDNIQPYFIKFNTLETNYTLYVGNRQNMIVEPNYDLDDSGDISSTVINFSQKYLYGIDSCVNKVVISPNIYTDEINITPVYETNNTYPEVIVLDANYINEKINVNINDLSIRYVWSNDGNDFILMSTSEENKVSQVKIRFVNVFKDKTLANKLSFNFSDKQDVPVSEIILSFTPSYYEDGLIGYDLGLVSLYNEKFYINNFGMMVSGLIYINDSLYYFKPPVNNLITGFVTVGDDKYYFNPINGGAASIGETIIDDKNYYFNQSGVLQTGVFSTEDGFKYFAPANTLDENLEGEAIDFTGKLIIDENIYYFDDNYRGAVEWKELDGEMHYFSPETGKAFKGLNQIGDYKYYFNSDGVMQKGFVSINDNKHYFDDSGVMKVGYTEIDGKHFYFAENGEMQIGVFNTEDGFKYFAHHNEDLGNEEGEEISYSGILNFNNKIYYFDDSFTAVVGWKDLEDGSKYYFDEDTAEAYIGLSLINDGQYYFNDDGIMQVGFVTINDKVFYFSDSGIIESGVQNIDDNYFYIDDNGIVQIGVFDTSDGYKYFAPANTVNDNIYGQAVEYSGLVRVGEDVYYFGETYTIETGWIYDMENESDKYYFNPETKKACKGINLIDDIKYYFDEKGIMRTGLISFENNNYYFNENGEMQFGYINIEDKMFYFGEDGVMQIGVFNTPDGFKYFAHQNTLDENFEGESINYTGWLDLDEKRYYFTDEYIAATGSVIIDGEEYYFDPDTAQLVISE
Active calls of the source: *.

COc1cccc(-c2ccc3c(c2)[C@H]2[C@H](CCN2S(=O)(=O)c2cn(C)cn2)[C@H](CO)N3)c1
  TcdB inh: 0.9
O=c1c(-c2cccnc2)nc2ccccc2n1C(CCc1ccccc1)c1nc2ccccc2[nH]1 (configuration not stated)
  TcdB inh: 2.2
COc1ccc(NC(=O)N(C)C[C@H]2Oc3ccc(NC(=O)Nc4ccc(C(F)(F)F)cc4)cc3CC(=O)N([C@H](C)CO)C[C@@H]2C)cc1
  TcdB inh: -0.4
Cc1noc(C)c1NC(=O)N[C@H]1C=C[C@H](CC(=O)NCCCN(C)C)O[C@H]1CO
  TcdB inh: -0.6
Cc1cccc(S(=O)(=O)N2C[C@@H](O)COC[C@@H]3O[C@H](CC(=O)Nc4ccccc4)CC[C@H]32)c1
  TcdB inh: -0.1
CCN(C[C@@H]1[C@@H](c2ccccc2)[C@H](CO)N1C(=O)C1CC1)C(=O)NC1CCCC1
  TcdB inh: -0.3
CC(C)CC#Cc1ccc2c(c1)O[C@H](CN(C)C(=O)C1CCCCC1)[C@@H](C)CN([C@H](C)CO)S2(=O)=O
  TcdB inh: 0.9
CN1C(=O)c2cc(NC(=O)c3ccc(F)c(F)c3)ccc2OC[C@H]2O[C@@H](CC(=O)N3CCOCC3)CC[C@H]21
  TcdB inh: 4.5
O=C(C[C@@H]1C=C[C@@H](NC(=O)Nc2ccc3c(c2)OCO3)[C@@H](CO)O1)NCCCN1CCOCC1
  TcdB inh: 0.2
COc1ccc(S(=O)(=O)Nc2ccc3c(c2)C(=O)N([C@@H](C)CO)C[C@H](C)[C@@H](CN(C)C(=O)Cc2ccccc2)OCCCC[C@H](C)O3)cc1
  TcdB inh: 1.7
COc1ccc(S(=O)(=O)Nc2ccc3c(c2)C(=O)N([C@@H](C)CO)C[C@@H](C)[C@@H](CN(C)Cc2ccc(C(=O)O)cc2)O3)cc1
  TcdB inh: -0.5
C=CCOC(=O)[C@H]1[C@@H]2C(=O)O[C@@H](c3ccccc3)[C@@H](c3ccccc3)N2[C@@H](c2ccc(OCCOC(=O)[C@H]3C[C@H]4C(=O)N[C@@H](Cc5ccccc5)C(=O)N4[C@H]3c3ccc(O)cc3)cc2)[C@]12C(=O)Nc1ccc(I)cc12
  TcdB inh: -0.6
Cc1ccccc1-c1cnc2c(c1)C(=O)N([C@@H](C)CO)C[C@H](C)[C@H](CN(C)C(=O)c1cccnc1)O2
  TcdB inh: 1.1
COc1ccccc1S(=O)(=O)N[C@H]1CC[C@H](CCn2cc(C3CCCC3)nn2)O[C@@H]1CO
  TcdB inh: 0.1
CC(C)CC#Cc1ccc2c(c1)O[C@@H](CN(C)C(=O)C1CCOCC1)[C@H](C)CN([C@@H](C)CO)S2(=O)=O
  TcdB inh: -0.8
C[C@H]1CN([C@@H](C)CO)C(=O)Cc2cc(NC(=O)CCC(F)(F)F)ccc2O[C@H]1CN(C)C
  TcdB inh: -0.9
COc1ccc2c3c(n(C)c2c1)[C@@H](CO)N(C(=O)Nc1ccc(F)cc1)CC31CN(C(=O)Cc2ccncc2)C1
  TcdB inh: -0.7
C[C@@H]1CCCCO[C@H](CN(C)C)[C@@H](C)CN([C@H](C)CO)C(=O)c2cc(NC(=O)CCC(F)(F)F)ccc2O1
  TcdB inh: 0.2
COc1ccc(NC(=O)N[C@H]2CC[C@@H](CCNC(=O)Cc3ccncc3)O[C@H]2CO)cc1
  TcdB inh: -0.5
COc1ccc(CN(C)C[C@@H]2OCCCC[C@@H](C)Oc3ccc(NS(C)(=O)=O)cc3C(=O)N([C@H](C)CO)C[C@@H]2C)cc1
  TcdB inh: 1.6
COc1cccc(CNC(=O)[C@H]2CCCN2C(=O)[C@H]2CCCN2C(=O)c2ccc(F)c(C(F)(F)F)c2)c1
  TcdB inh: 0.9
CC(C)C#Cc1cnc2c(c1)C(=O)N([C@H](C)CO)C[C@H](C)[C@@H](CN(C)C(=O)Nc1ccccc1F)O2
  TcdB inh: -0.6
CO[C@H]1CN(C)C(=O)c2cc(NC(=O)Nc3cccc(F)c3)ccc2OC[C@H](C)N(C(=O)Nc2c(C)noc2C)C[C@H]1C
  TcdB inh: 0.2
CC(=O)c1ccc(S(=O)(=O)NCC2CCN(C(=O)C(=O)c3cc4ccccc4o3)CC2)cc1
  TcdB inh: 1.0
CC(C)NC(=O)Nc1ccc2c(c1)C(=O)N([C@@H](C)CO)C[C@@H](C)[C@H](CN(C)Cc1ccc(C(=O)Nc3ccccc3N)cc1)O2
  TcdB inh: -2.2

O=C(CCN1CCCCC1)N[C@H]1CC[C@@H](CCNS(=O)(=O)c2ccc(F)cc2)O[C@@H]1CO
  TcdB inh: 0.5
O=C(c1ccc2c(c1)OCO2)N1CCCCN2[C@H](C1)[C@H](c1ccc(-c3ccccc3)cc1)[C@@H]2CO
  TcdB inh: -0.9
Cc1ccc(S(=O)(=O)N(C)C[C@@H]2OCCCC[C@H](C)Oc3ccc(NC(=O)Nc4ccc(F)cc4)cc3C(=O)N([C@@H](C)CO)C[C@@H]2C)cc1
  TcdB inh: 2.1
O=C(C[C@@H]1CC[C@@H]2[C@H](COC[C@H](O)CN2C(=O)C2CC2)O1)NCc1ccncc1
  TcdB inh: 0.3
C[C@H]1CN([C@@H](C)CO)C(=O)Cc2cc(NS(=O)(=O)c3ccc(F)cc3)ccc2O[C@@H]1CN(C)S(=O)(=O)c1ccccc1
  TcdB inh: 0.1
CC(C)NC(=O)Nc1ccc2c(c1)C(=O)N([C@@H](C)CO)C[C@@H](C)[C@@H](CN(C)C)OCCCC[C@@H](C)O2
  TcdB inh: -2.4
CO[C@H]1CN(C)C(=O)c2ccc(NC(=O)Nc3cccc(Cl)c3)cc2OC[C@@H](C)NC[C@@H]1C
  TcdB inh: 0.4
COc1cccc(S(=O)(=O)N(C)C[C@H]2Oc3cc(C4=CCCC4)ccc3S(=O)(=O)N([C@@H](C)CO)C[C@@H]2C)c1
  TcdB inh: -0.9
CC(C)(C)[S@@](=O)N1Cc2cc(C(=O)O)nc(-c3cccc(-c4cccc(F)c4)c3)c2[C@H]1CCO
  TcdB inh: -0.4
COc1ccc(C#Cc2ccc([C@@H]3[C@@H](CO)N4CCCCN(C)C[C@@H]34)cc2)cc1
  TcdB inh: 1.6
COc1ccc(CN(C)C[C@H]2OCCCC[C@@H](C)Oc3ccc(NC(=O)NC4CCCCC4)cc3C(=O)N([C@H](C)CO)C[C@@H]2C)cc1
  TcdB inh: 0.7
COc1ccc(NC(=O)N(C)C[C@@H]2OCCCC[C@@H](C)Oc3ccc(NC(=O)Nc4ccc5c(c4)OCO5)cc3C(=O)N([C@H](C)CO)C[C@H]2C)cc1
  TcdB inh: -1.0
CO[C@@H]1CN(C)C(=O)c2ccc(NC(=O)Nc3ccc(F)cc3)cc2OC[C@H](C)NC[C@@H]1C
  TcdB inh: -0.1
Cc1noc(C)c1NC(=O)N(C)C[C@@H]1OCCCC[C@@H](C)Oc2ccc(NC(=O)CCC(F)(F)F)cc2C(=O)N([C@H](C)CO)C[C@H]1C
  TcdB inh: 0.5
Cc1ccccc1C(=O)N1CCC[C@@H]1C(=O)N1CCC[C@H]1C(=O)NCc1ccccc1
  TcdB inh: 0.0
CO[C@H]1CC[C@H]2CCOc3c(C#N)cccc3C(=O)N(C)C[C@H](C)C(=O)N(C)C[C@H]1O2
  TcdB inh: -0.4
C[C@H]1CN([C@@H](C)CO)C(=O)c2cc(NC(=O)Cc3cn(C)c4ccccc34)ccc2O[C@@H]1CN(C)Cc1ccc2c(c1)OCO2
  TcdB inh: -0.2
O=C(Nc1ccc(-c2ccccc2)cc1)[C@H]1[C@H](CO)[C@H]2Cn3c(cccc3=O)[C@H]2N1CC1CCCC1
  TcdB inh: -0.5
CC(C)NC(=O)N[C@H]1C=C[C@H](CC(=O)O)O[C@H]1CO
  TcdB inh: 0.2
Cc1noc(C)c1NC(=O)N(C)C[C@@H]1Oc2ccc(NC(=O)Cn3cnnn3)cc2C(=O)N([C@H](C)CO)C[C@H]1C
  TcdB inh: -0.9
C[C@@H](NC(=O)C[C@H]1C=C[C@@H](NC(=O)c2cccnc2)[C@@H](CO)O1)c1ccccc1
  TcdB inh: -5.2
C#CCN(Cc1ccco1)C(=O)c1nnc2c3cc(OC)ccc3n(S(=O)(=O)c3ccc(OC)cc3)c2n1
  TcdB inh: -0.4
O=C(C[C@H]1CC[C@@H]2[C@H](COC[C@H](O)CN2Cc2ccccc2)O1)NCc1ccccc1Cl
  TcdB inh: -1.3
C[C@H]1CN([C@@H](C)CO)C(=O)Cc2cc(NC(=O)c3ccncc3)ccc2O[C@H]1CN(C)C
  TcdB inh: -0.4
COc1ccc(S(=O)(=O)N(C)C[C@@H]2OCCCC[C@H](C)Oc3ccc(NS(=O)(=O)c4ccc(F)cc4)cc3C(=O)N([C@H](C)CO)C[C@H]2C)cc1
  TcdB inh: 0.6

CC(C)NC(=O)Nc1ccc2c(c1)C(=O)N([C@H](C)CO)C[C@H](C)[C@H](CN(C)Cc1ccc(Cl)c(Cl)c1)O2
  TcdB inh: 0.3
C[C@@H]1CCCCO[C@@H](CN(C)C(=O)C2CCCCC2)[C@@H](C)CN([C@@H](C)CO)C(=O)c2cc(NC(=O)c3ccccc3)ccc2O1
  TcdB inh: -0.4
CC(C)CC#Cc1ccc2c(c1)O[C@@H](CN(C)C(=O)c1ccncc1)[C@@H](C)CN([C@H](C)CO)S2(=O)=O
  TcdB inh: 0.2
O=C(NCC[C@H]1CC[C@@H](NC(=O)C2CCC2)[C@H](CO)O1)c1ccc(F)cc1
  TcdB inh: -0.2
C[C@@H](C(=O)N(C)C[C@H]1OCc2ccccc2-c2ccccc2C(=O)N([C@@H](C)CO)C[C@@H]1C)c1ccccc1
  TcdB inh: -0.9
CCCC#Cc1ccc2c(c1)O[C@@H](CN(C)C(=O)c1cccnc1)[C@@H](C)CN([C@H](C)CO)S2(=O)=O
  TcdB inh: -0.3
COc1cccc(S(=O)(=O)N[C@@H]2CC[C@H](CC(=O)NCc3ccccc3)O[C@@H]2CO)c1
  TcdB inh: 0.2
O=C(Nc1ccccc1)N1CCCCN2[C@H](CO)[C@H](c3ccc(-c4ccccc4)cc3)[C@H]2C1
  TcdB inh: 0.9
C[C@H]1CN([C@@H](C)CO)C(=O)c2cccc(NS(=O)(=O)c3ccc(F)cc3)c2O[C@@H]1CN(C)Cc1ccc(Cl)c(Cl)c1
  TcdB inh: 0.6
Cc1cc(Oc2cccnc2)ccc1NC(=O)Cc1c[nH]c2ccccc12
  TcdB inh: -0.1
CC(=O)N1C[C@H]2[C@@H](c3ccccc31)[C@@H](CO)N2C(=O)c1ccc(F)cc1
  TcdB inh: -0.5
C[C@@H]1CN([C@@H](C)CO)C(=O)c2cc(NC(=O)Nc3ccccc3)ccc2O[C@@H](C)CCCCO[C@H]1CN(C)Cc1ccc(C(=O)O)cc1
  TcdB inh: 1.1
CO[C@@H]1CN(C)C(=O)c2ccc(NS(=O)(=O)c3ccccc3)cc2OC[C@H](C)NC[C@@H]1C
  TcdB inh: -0.6
Cc1noc(C)c1NC(=O)N[C@H]1CC[C@@H](CCNC(=O)C2CCOCC2)O[C@H]1CO
  TcdB inh: -7.6
C[C@@H]1CN([C@H](C)CO)C(=O)c2cccc(NS(=O)(=O)c3cn(C)cn3)c2O[C@@H]1CN(C)C
  TcdB inh: -0.9
CCOC(=O)C1=CCN(S(=O)(=O)c2ccc(Cl)cc2)C1c1ccc(Br)cc1 (configuration not stated)
  TcdB inh: 0.5
O=C(C[C@H]1C[C@H]2c3cc(NC(=O)Nc4ccccc4F)ccc3O[C@H]2[C@H](CO)O1)NCc1ccc(Oc2ccccc2)cc1
  TcdB inh: 0.9
C[C@H]1CN([C@@H](C)CO)S(=O)(=O)c2ccc(-c3cncnc3)cc2O[C@@H]1CN(C)Cc1ccccn1
  TcdB inh: -0.7
COCC(=O)N1C[C@H]2[C@@H](c3ccccc31)[C@@H](CO)N2Cc1cc(F)ccc1F
  TcdB inh: -1.5
COC(=O)[C@H]1[C@H](CO)[C@H]2Cn3c(ccc(C4=CCCCC4)c3=O)[C@H]2N1Cc1ccc2c(c1)OCO2
  TcdB inh: 0.1
C[C@@H]1CN([C@@H](C)CO)C(=O)c2cc(NS(=O)(=O)c3cccs3)ccc2O[C@@H](C)CCCCO[C@H]1CN(C)C(=O)Cc1ccccc1
  TcdB inh: 0.5
C[C@H]1CN([C@@H](C)CO)C(=O)c2cc(NC(=O)Nc3ccc(F)cc3)ccc2O[C@@H]1CN(C)S(=O)(=O)c1ccccc1
  TcdB inh: -0.5
C[C@@H]1CN([C@H](C)CO)C(=O)c2cc(NC(=O)Nc3ccc(F)cc3)ccc2O[C@@H](C)CCCCO[C@H]1CN(C)C
  TcdB inh: -0.5
COc1ccc(NC(=O)N(C)C[C@H]2Oc3ccc(NS(=O)(=O)c4cn(C)cn4)cc3CC(=O)N([C@@H](C)CO)C[C@@H]2C)cc1
  TcdB inh: -0.2
O=C(C[C@H]1C[C@H]2c3cc(NC(=O)Cc4ccncc4)ccc3O[C@H]2[C@H](CO)O1)NCC1CC1
  TcdB inh: 0.7

Rewritten as a markdown table: part of the list above.
| canonical_smiles | TcdB inh |
| --- | --- |
| CCOC(=O)C1=CCN(S(=O)(=O)c2ccc(Cl)cc2)C1c1ccc(Br)cc1 (configuration not stated) | 0.5 |
| CC(=O)N1C[C@H]2[C@@H](c3ccccc31)[C@@H](CO)N2C(=O)c1ccc(F)cc1 | -0.5 |
| COC(=O)[C@H]1[C@H](CO)[C@H]2Cn3c(ccc(C4=CCCCC4)c3=O)[C@H]2N1Cc1ccc2c(c1)OCO2 | 0.1 |
| COc1cccc(S(=O)(=O)N[C@@H]2CC[C@H](CC(=O)NCc3ccccc3)O[C@@H]2CO)c1 | 0.2 |

Additional records follow.
Cc1ccccc1S(=O)(=O)N1[C@H](C#N)[C@H](c2ccccc2)[C@H]1CO
  TcdB inh: -0.1
C[C@@H]1CN([C@@H](C)CO)C(=O)c2cccc(NC(=O)Nc3ccc(F)cc3)c2O[C@@H]1CN(C)Cc1ccncc1
  TcdB inh: 0.2
C[C@@H]1CN([C@H](C)CO)S(=O)(=O)c2ccc(C#Cc3ccccc3)cc2O[C@H]1CN(C)S(C)(=O)=O
  TcdB inh: 0.5
COc1ccccc1-c1ccc2c(c1)O[C@@H](CN(C)C(=O)c1ccncc1)[C@H](C)CN([C@H](C)CO)S2(=O)=O
  TcdB inh: 0.0
O=C(C[C@@H]1CC[C@@H]2[C@H](COC[C@@H](O)CN2CC2CCCC2)O1)NCc1ccc(Cl)cc1
  TcdB inh: 0.2
C/C=C/c1ccc([C@H]2[C@@H](CO)N3CCCCN(C(=O)Cc4cccnc4)C[C@@H]23)cc1
  TcdB inh: 0.2

Screens: PubChem BioAssay, Broad Institute

An excerpt. The share of hits here may be higher or lower than overall.
